Assay outcomes from PubChem.
human PMI inhibition: inhibitors of human PMI, primary screen, biochemical, fluorescence intensity, coupled assay (AID 1209); hit rate 0.42% among 190,000; inhibition, % at 20 µM, or IC50 in µM where a hit was titrated; purified PMI enzyme, coupled fluorescence intensity; higher % means a stronger effect;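 also: plate controls were DMSO vehicle for no effect and wells lacking substrate for full effect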
human PMI inhibitors: MPI inhibition at elevated mannose 6-phosphate – biochemical, fluorescence intensity, high mannose 6-phosphate, primary screen (AID 1220); recombinant PMI enzyme, coupled fluorescence intensity; higher % means a stronger effect; one-dose inhibition, % at 20 µM; IC50 in µM for titrated hits; hit rate 0.66% among 190,000
TNAP activators: human TNAP enzyme activators, primary screen, biochemical, luminescent, no phosphate acceptor, uHTS (AID 1001); activation fold at 20 µM; hits with a dose series show EC50 in µM; purified TNAP, luminescent activation assay, no phosphate acceptor; higher activation fold means a stronger effect; hit rate 0.03% among 200,000; in the data active = activation fold from about 3, or a potency from the dose series; inactive = the rest, 99 in 100 with activation fold below about 1.6; also: many of its hits are not listed in these tables
Hep lipid drop: hepatic lipid droplet formation modulation. hit rate 0.4% among 240,000. AID 1656. inhibition, % at 6.5 µM. AML12 mouse hepatocytes, oleate lipid droplets, BODIPY imaging;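 active = lipid droplet intensity inhibited by at least 50%, with more than 500 cells counted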
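Test system: AML12 mouse liver cells; schedule: overnight exposure; technique: high-content imaging of BODIPY-stained droplets and DAPI nuclei; read-out: % inhibition of corrected integrated BODIPY droplet signal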
T cell modulator: modulates CD8 T cell binding to vesicles | AID 2052 | 2C CD8+ T cell-vesicle binding, flow cytometry; hits give low values | hit rate 0.068% among 330,000 | calls only at 7 µM;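 active = response, share of CD8 T cells binding vesicles, and their 90th percentile fluorescence all below set limits, cut at about 80% in these data, passing the limit was not always enough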
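Also added: QL9-peptide-loaded Drosophila micro-vesicles bearing Ld, ICAM-1 and B7-1; Test system: purified 2C TCR transgenic mouse naive CD8+ T cells; Measured by: cytometric PE anti-B7-1 and Alexa647 anti-CD8 signals after 1% paraformaldehyde fixation; Timing: binding step 1.5 h, 37 °C, antibody labelling 20 min, ice.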
bCat nuc transl: alters nuclear translocation of beta-catenin in HeLa cells | hit rate 0.3% among 190,000 | nuclear translocation activity, % at 5 µM | immunofluorescence imaging;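 active = nuclear translocation activity above 50% at 5 µM, with a well cell count of 50 or more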;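 also: per-cell ratio of nuclear to cytoplasmic median beta-catenin stain intensity; plate controls were DMSO negative control for no effect and GSK-3 inhibitor IX positive control for full effect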
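Test system: human HeLa cell line; Doses: 5 µM primary, 0.02–20 µM confirmation; Incubation: 24 h compound exposure, 37°C; Detection: beta-catenin immunofluorescence imaging with DAPI; Read-out: beta-catenin nuclear/cytoplasmic ratio, % activation.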
MT stabilizer: stabilizes microtubules in HeLa cells. HeLa tubulin immunostaining HCS, 24 h; share of cells brighter than vehicle mean+2SD. % tubulin-high responders, % at 10 µM. hit rate 0.83% among 200,000;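 active = plate Z-score above 3 for both tubulin-high and condensed-nucleus cell shares, with cell loss under 80%, at 10 µM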;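 also: anti alpha tubulin signal scored within the nucleus-defined area of each cell; some results filed as inactive read as strong as hits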
Ins promoter up: MIN6 insulin promoter up-regulation | MIN6 insulin promoter-GFP reporter, high-content imaging; hits give high values | z-score at 5 µM | hit rate 0.3% among 190,000 | AID 1625;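 active = z-score above 3 at 5 µM with at least 500 cells counted in the well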
Autophagy mod: modulators of autophagy; MEF GFP-LC3 puncta imaging; test concentration mostly 10 µM; calls only at 10 µM (by protocol); hit rate 0.98% among 190,000;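 active = percentage of spot-positive cells more than 3 SD above its plate mean, without a fluorescence outlier flag or 80% toxicity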;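 also: spot-positive cell cutoff set from DMSO-treated cells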
Ins promoter up cell count: also measured in Ins promoter up; calls as there; cell count; measured here: cytotoxicity, nuclei count;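 total cells summed across four imaged fields per well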
Hep lipid drop cells 6.5 µM: second read-out of Hep lipid drop, no call of its own (marks repeat the call); cell count; measured here: cell count, cytotoxicity flag;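 cells counted across two imaged fields per well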
bCat nuc transl cell count 5 µM: also measured in bCat nuc transl; calls as there; cell count; measured here: cell count, cytotoxicity flag
T cell modulator vesicle-bound %: also measured in T cell modulator; calls as there; double positive events, %; measured here: CD8+ vesicle-bound cell fraction;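 binding gate set so that unloaded-vesicle control wells show 10% double positive cells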
MT stabilizer Hoechst-high %: further read-out of MT stabilizer, marked with its call; % Hoechst-high responders; measured here: nuclear condensation Hoechst responders;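 share of cells brighter than vehicle mean plus two SD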
MT stabilizer cytotoxicity %: further read-out of MT stabilizer, marked with its call; toxicity, %; measured here: cytotoxicity by cell density;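 0% = mean cell density of plate MIN control wells and 100% = no cells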
Autophagy mod cell loss 18 h: recorded beside Autophagy mod, whose call it bears; toxicity, %; measured here: cell loss, nuclei count;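 cell loss after 18 h compound exposure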
Numbers without * were called inactive; i = inactive; / = not tested or not shown; + = active, no number. Rule as the data show it, unless noted: active = inhibition above about 50%; inactive = the rest. Random draw from the library. About 2.9% of those tested had a hit in this group.

SMILES | human PMI inhibition | human PMI inhibitors | TNAP activators | Hep lipid drop | Hep lipid drop cells 6.5 µM | T cell modulator | T cell modulator vesicle-bound % | bCat nuc transl | bCat nuc transl cell count 5 µM | MT stabilizer | MT stabilizer Hoechst-high % | MT stabilizer cytotoxicity % | Ins promoter up | Ins promoter up cell count | Autophagy mod | Autophagy mod cell loss 18 h
NC(=O)c1c(NC(=S)Nc2ccc(F)cc2)sc2c1CCCC2 | 19% | 2% | 0.9 | 8 | 663 | i | 56 | -0.7 | 1111 | 2.2 | 2.6 | 5.4 | / | / | i | -1
COc1ccccc1C(=O)Nc1cc2ccccc2oc1=O | 9% | 8% | 1 | -12 | 715 | i | 48 | / | / | 1.6 | 1.2 | 7.1 | 0.92 | 1039 | i | 2
CCn1c(=O)c(C(=O)CN2CCN(S(=O)(=O)c3cc(C)ccc3C)CC2)c(N)n(Cc2ccccc2)c1=O | 4% | 8% | 1 | -29 | 627 | i | 38 | -2.9 | 552 | 3.5 | 1.8 | 5.8 | -0.45 | 1312 | i | 11
CC(C)CN1C(=O)C(=O)N(CC(=O)NCc2ccc3c(c2)OCO3)C1=O | -2% | -3% | 1.2 | / | / | i | 35 | / | / | 2.0 | 1.6 | 8.4 | -0.65 | 951 | i | 34
Cn1cc(CN2CC3C[C@@H]4CC2C[C@H](C3)C4)c(-c2ccc3c(c2)OCCO3)n1 | 15% | 10% | 1.1 | 0 | 749 | i | 34 | -1.1 | 1018 | / | / | / | -0.09 | 1420 | i | -8
S=C(Nc1ccccc1Cl)NC1CCCCCC1 | -6% | 2% | 1 | / | / | i | 27 | -0.4 | 1543 | 2.1 | 1.8 | 6.3 | 0.39 | 1389 | i | -29
O=C(CSc1ncnc2c1oc1ccccc12)Nc1ccccc1C(F)(F)F | 12% | 7% | 1.1 | -14 | 690 | i | 41 | 0.6 | 1027 | 4.0 | 1.5 | 6.5 | 0 | 1185 | i | 3
COC(=O)c1c(CSc2ccc(Cl)cc2)noc1C(=O)NCc1ccco1 | 0% | 5% | 1 | / | / | i | 21 | 0.1 | 1425 | 3.1 | 1.3 | 5.1 | 0.07 | 1637 | i | -22
O=S(=O)(c1ccc(NCC2CCCCC2)nc1)N1CCOCC1 | 0% | 6% | 1.1 | / | / | i | 34 | -1.7 | 1132 | 2.7 | 2.1 | 6.5 | 0.11 | 1130 | i | 12
COc1cc(OC)cc(-c2cc3nc(C)cc(N4CCN(C(=O)c5ccco5)CC4)n3n2)c1 | 12% | 5% | 1.4 | 2 | 797 | i | 24 | / | / | 3.9 | 2.7 | 7.0 | / | / | i | 35
CC1CCc2c(sc(NC(=O)Cn3nc(C(F)(F)F)c4c3CCCCC4)c2C#N)C1 (stereo not given) | -1% | -14% | 1.1 | / | / | + | / | -0.5 | 1313 | 2.9 | 1.4 | 0.6 | 0.21 | 1399 | i | 23
Cc1ccc2c(c1)c1c(n2CC(O)Cn2ccnc2C)C(=O)CCC1 (stereo not given) | 5% | 13% | 1.1 | -2 | 721 | i | 21 | / | / | 3.5 | 1.5 | 2.0 | / | / | i | 0
CC(C)c1ccc(OCC(=O)Nc2cccc3c2CCCC3)cc1 | 6% | 1% | 1.1 | / | / | i | 37 | 0.3 | 1340 | 1.1 | 1.3 | 0.1 | 1.5 | 1125 | i | 4
CC(C)[C@H](NC(=O)NC1CCN(Cc2ccccc2)CC1)C(=O)O | / | / | / | 7 | 743 | i | 41 | -3.8 | 1156 | / | / | / | -0.1 | 1454 | / | /
Cc1ccc(OCCn2cc(/C=C(\C#N)C(=O)NCC3CCCO3)c3ccccc32)cc1C (stereo not given) | 25% | 18% | 1.2 | -16 | 669 | i | 45 | 0.6 | 922 | 3.5 | 2.9 | 13 | -0.47 | 1270 | i | -7
CSc1nc(N)nc(-c2cccs2)c1C#N | -8% | -6% | 1 | / | / | i | 35 | / | / | 1.8 | 2.2 | 3.6 | / | / | i | -16
COc1ccc(NC(=O)Cn2c(=O)n(CC(=O)NCc3ccco3)c(=O)c3ccccc32)cc1 | 0% | 3% | 1 | / | / | i | 59 | / | / | 2.5 | 1.7 | 6.7 | / | / | i | -33
O=c1[nH]cnc2c1sc1nc3c(c(-c4ccc(Cl)cc4)c12)CCC3 | 10% | 6% | 1 | -2 | 790 | i | 49 | -4.4 | 1013 | 3.7 | 0.7 | 16 | 0.67 | 908 | i | -36
CCOC(=O)CCCSc1nc2sc3c(c2c(=O)[nH]1)CCC3 | 5% | 1% | 1.1 | 13 | 727 | i | 30 | / | / | 1.6 | 1.9 | 9.5 | 0.89 | 908 | i | -6
CCNC(=O)CN(CCc1ccccc1)S(=O)(=O)c1ccc(OC)cc1 | 1% | 2% | 1.1 | 6 | 733 | i | 28 | -6.8 | 1251 | 2.5 | 1.8 | 3.6 | / | / | i | -8
Cc1ccc(N2C(=O)C3C4C=CC(CNC(=S)Nc5ccc(F)cc5)(O4)C3C2=O)cc1 (stereo not given) | -30% | -50% | 1 | -2 | 638 | i | 36 | -4.0 | 447 | 1.3 | 2.6 | 5.3 | 1.1 | 1122 | i | 0
Cc1ccn(C(=O)c2ccc(NC(=O)C3CCCCC3)cc2)n1 | -1% | 3% | 1 | 6 | 668 | i | 49 | -2.1 | 1040 | 3.2 | 2.1 | 3.0 | / | / | i | 14
O=C(CN1C(=O)NC2(CCSC2)C1=O)N1CCN(c2ccc(F)cc2)CC1 (stereo not given) | -57% | -109% | 1.2 | / | / | i | 12 | -3.7 | 991 | 1.8 | 4.1 | 20 | 0.11 | 1146 | i | 51
CCOc1ccc(NC(=O)NCc2ccco2)cc1 | -5% | -10% | 1.1 | 0 | 691 | i | 51 | -3.2 | 1046 | 3.6 | 1.5 | 2.6 | 0.35 | 1523 | i | 17
Oc1oc(-c2ccccc2Br)nc1C=Nc1ccc(Br)cn1 | -8% | -13% | 1.1 | 19 | 750 | i | 47 | -0.4 | 1091 | 2.5 | 2.3 | 3.4 | 0.01 | 1235 | i | -7

4 entries picked at random from the list so far, as already listed:
SMILES | human PMI inhibition | human PMI inhibitors | TNAP activators | Hep lipid drop | Hep lipid drop cells 6.5 µM | T cell modulator | T cell modulator vesicle-bound % | bCat nuc transl | bCat nuc transl cell count 5 µM | MT stabilizer | MT stabilizer Hoechst-high % | MT stabilizer cytotoxicity % | Ins promoter up | Ins promoter up cell count | Autophagy mod | Autophagy mod cell loss 18 h
Cc1ccc2c(c1)c1c(n2CC(O)Cn2ccnc2C)C(=O)CCC1 (stereo not given) | 5% | 13% | 1.1 | -2 | 721 | i | 21 | / | / | 3.5 | 1.5 | 2.0 | / | / | i | 0
Cc1ccn(C(=O)c2ccc(NC(=O)C3CCCCC3)cc2)n1 | -1% | 3% | 1 | 6 | 668 | i | 49 | -2.1 | 1040 | 3.2 | 2.1 | 3.0 | / | / | i | 14
COc1ccccc1C(=O)Nc1cc2ccccc2oc1=O | 9% | 8% | 1 | -12 | 715 | i | 48 | / | / | 1.6 | 1.2 | 7.1 | 0.92 | 1039 | i | 2
COc1ccc(NC(=O)Cn2c(=O)n(CC(=O)NCc3ccco3)c(=O)c3ccccc32)cc1 | 0% | 3% | 1 | / | / | i | 59 | / | / | 2.5 | 1.7 | 6.7 | / | / | i | -33

Next results follow.
SMILES | human PMI inhibition | human PMI inhibitors | TNAP activators | Hep lipid drop | Hep lipid drop cells 6.5 µM | T cell modulator | T cell modulator vesicle-bound % | bCat nuc transl | bCat nuc transl cell count 5 µM | MT stabilizer | MT stabilizer Hoechst-high % | MT stabilizer cytotoxicity % | Ins promoter up | Ins promoter up cell count | Autophagy mod | Autophagy mod cell loss 18 h
Cc1cc(NC(=O)c2cccs2)n(-c2ccccc2)n1 | -2% | -2% | 1 | -2 | 810 | i | 35 | / | / | 1.3 | 1.6 | 6.8 | 1.7 | 1012 | i | 1
O=C(N/N=C(\CC(=O)c1cccs1)C(F)(F)F)c1ccncc1 | / | / | / | -33 | 684 | i | 23 | 4.7 | 953 | / | / | / | -0.26 | 1365 | / | /
Cc1ccc(/C=N/NC(=O)Cn2nc(C)c(Br)c2C)o1 | -8% | -2% | 1.2 | -3 | 798 | i | 41 | / | / | 1.0 | 1.0 | 0.4 | -0.52 | 945 | i | -3
O=[N+]([O-])C(=c1ccc2c(c1)N1C3=C(CCCC3)CC3CCCCC31N=2)[N+](=O)[O-] (stereo not given) | / | / | / | 4 | 660 | i | 17 | 0.8 | 1303 | / | / | / | -0.79 | 1336 | / | /
CCOc1ccccc1CNc1ccc(O)cc1 | 39% | 59%* | 1 | -5 | 630 | / | / | 1.2 | 1476 | 5.2 | 2.1 | 2.3 | 0.58 | 1420 | i | 23
CCC(=O)N(Cc1ccco1)Cc1cc2cccc(C)c2n2nnnc12 | -6% | -5% | 1.1 | -8 | 692 | i | 28 | -2.4 | 1053 | 2.9 | 2.7 | 7.5 | 0.75 | 1346 | i | 4
CC1CCCCC1NC(=O)CSc1nnc(COc2ccccc2Cl)o1 (stereo not given) | 1% | -2% | 1.1 | / | / | i | 12 | -0.2 | 805 | 1.1 | 4.8 | 10 | 0.57 | 1064 | i | 1
CCN(C(=O)c1cc(Cl)ccc1OC)c1ccccc1 | 12% | 7% | 1.1 | -13 | 797 | i | 25 | -0.8 | 1108 | 3.3 | 1.7 | 0.1 | 0.18 | 1234 | i | 3
O=C1CC(N2CCN(C/C=C/c3ccccc3)CC2)C(=O)N1Cc1cccs1 (stereo not given) | 3% | 4% | 1.1 | -2 | 652 | i | 26 | 1.0 | 1154 | 4.0 | 0.9 | 27 | 0.11 | 1315 | i | -1
CCOc1ccc(N(CC(=O)Nc2cccc(OC)c2)S(=O)(=O)c2c(C)noc2C)cc1 | 21% | 20% | 1.2 | -18 | 562 | i | 40 | 1.6 | 1004 | 6.1 | 1.1 | 7.7 | -1 | 1841 | / | /
O=C(Nc1nc2ccccc2[nH]1)c1ccc(Cl)c(S(=O)(=O)N2CCCC2)c1 | -5% | 0% | 1.2 | 4 | 714 | i | 11 | / | / | 0.7 | 1.6 | 9.4 | -0.35 | 881 | i | -4
